Assay outcomes: PubChem, Johns Hopkins Ion Channel Center
CHT inh: inhibitors of human choline transporter CHT. High affinity choline transporter 1 (Homo sapiens), Q9GZV3. CHT-expressing cells, membrane potential dye, choline response; stronger effect = lower value. B-score at 10 µM. actives 0.86% (n = 310,000). AID 488975, 2010;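 active = B-score over 3 SD under the library average, and starting fluorescence ratio not unusually high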;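 note: choline stimulus applied at its EC90 after an EC20 pre-addition; B-score computed on integrated fluorescence ratio after choline addition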
Target sequence (Q9GZV3 whole entry, looked up): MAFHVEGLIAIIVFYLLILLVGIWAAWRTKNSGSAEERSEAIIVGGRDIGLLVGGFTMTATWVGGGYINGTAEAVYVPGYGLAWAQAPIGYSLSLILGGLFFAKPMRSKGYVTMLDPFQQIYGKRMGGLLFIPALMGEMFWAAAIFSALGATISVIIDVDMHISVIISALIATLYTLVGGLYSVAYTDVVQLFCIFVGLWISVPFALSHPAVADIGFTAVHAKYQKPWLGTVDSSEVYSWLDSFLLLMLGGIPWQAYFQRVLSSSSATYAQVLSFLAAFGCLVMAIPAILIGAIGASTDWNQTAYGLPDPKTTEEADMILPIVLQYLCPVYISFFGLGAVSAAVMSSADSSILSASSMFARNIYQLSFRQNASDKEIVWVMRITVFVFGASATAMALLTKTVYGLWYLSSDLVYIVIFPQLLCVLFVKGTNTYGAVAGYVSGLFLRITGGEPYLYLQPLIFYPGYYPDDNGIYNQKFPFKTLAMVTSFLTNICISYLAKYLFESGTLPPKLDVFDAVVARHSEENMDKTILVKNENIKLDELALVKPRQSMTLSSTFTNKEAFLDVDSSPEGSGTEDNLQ
KCNQ2 block: KCNQ2 potassium channel inhibitors, primary screen, cell-based, CHO-K1, FluxOR thallium flux, B-score (AID 2156); Potassium voltage-gated channel subfamily KQT member 2 (Rattus norvegicus), O88943; 20 min; stronger effect = lower value; B-score at 10 µM; actives 1.1% (n = 310,000);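 active = fluorescence ratio B-score at most minus 3 library SDs, with starting brightness B-score within 2 library SDs, cut at about -5.5 in these data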
The depositor's hits bear a star; i = inactive; nt = no result given.

molecule | CHT inh | KCNQ2 block
COC(=O)c1c([N+](=O)[O-])c(OC)c(OC)c(OC)c1[N+](=O)[O-] | i | i
CN(C(=O)CN1C(=O)S/C(=C\c2ccccc2)C1=O)C1CCS(=O)(=O)C1 (stereo unspecified) | i | i
CCCCNC(=O)CN1C(=O)NC(Cc2ccccc2)(Cc2ccccc2)C1=O | i | i
O=C(CN(C(=O)c1csnn1)c1ccc(Br)cc1)NC1CCCCC1 | i | i
CN1C(=O)N(C)C2CC1N(C)C(=O)N2C | i | i
Cc1nnc(NC(=O)C2CCCN2C(=O)Nc2ccccc2)s1 (stereo unspecified) | i | i
CC(C)CC(=O)NC(=S)Nc1ccc(CN2CCOCC2)cc1 | i | i
COC(=O)C1(Cc2cc(-c3ccc(Cl)cc3)no2)CCN(C(=O)OC(C)(C)C)CC1 | i | i
Cc1ccc(/C=N/NC(=O)CN2CCN(Cc3ccccc3)CC2)o1 | i | i
C/C(=N\Nc1ncc(Cl)cc1Cl)c1ccc(S(=O)(=O)NCc2ccco2)cc1 | i | i
Cc1ccc(C)c(N2CCN(C(=O)CN(C)S(=O)(=O)c3ccc4c(c3)CCC(=O)N4)CC2)c1 | i | i
Cn1cc(P(=O)(N2CCOCC2)N2CCOCC2)cc1P(=S)(N1CCOCC1)N1CCOCC1 | i | i
CCCNC(=O)CN1C(=O)COc2ccc(S(=O)(=O)N3CC(C)CC(C)C3)cc21 (stereo unspecified) | i | i
CSc1nc(-c2ccccc2)nc2c1COC(C)(C)C2 | i | i
O=C(COc1ccc(-n2ccnc2)cc1)Nc1cccc(F)c1 | i | i
NC(=O)N1CC(O)CC1C(=O)Nc1ccc(Cl)c(Cl)c1 (stereo unspecified) | i | i
CC1CC(C)CN(C(=O)CSc2ccsc2[N+](=O)[O-])C1 (stereo unspecified) | i | i
CCOc1ccc(CCNS(=O)(=O)c2ccc3c(c2)NC(=O)CC(=O)N3)cc1OCC | i | i
CC(C)(C)C(=O)/C(C#N)=C/c1ccc(O)cc1 | -5.4* | i
O=C(NNC(=S)Nc1ccc(Br)cc1)c1cccnc1 | i | i
CCCN1C(=O)c2ccccc2NC1c1ccc(OC)cc1OC (stereo unspecified) | i | i
CN(C)S(=O)(=O)n1ccnc1 | i | i
Cc1ccc(-c2c(NC(=O)c3ccco3)oc3ccccc3c2=O)cc1 | i | i
COc1cc(/C=N/NC(=O)c2cc(-c3ccccc3)sc2N)cc(OC)c1OC | i | i
CN(C(=O)COC(=O)/C=C/c1ccccc1[N+](=O)[O-])c1ccccc1 | i | i
CN1CC=C2C(C#N)=C(N)C(C#N)(C#N)C(c3cccc(Cl)c3Cl)C2C1 (stereo unspecified) | i | i
Oc1ccc(CNC2CCCCC2)cc1 | i | i
O=C(O)Cn1c(=O)c(-c2ccccc2)nc2ccccc21 | i | i
Cc1ccc2cn[nH]c2c1[N+](=O)[O-] | i | i
CCCc1nc(NCc2ccccc2)c(C#N)c2c1CCCC2 | i | i
CCCCn1c(N)c(N(CC)C(=O)CSc2nnc(-c3ccco3)n2CC)c(=O)[nH]c1=O | i | i
COCCCNC(=O)C(=O)NC1CCCCC1C (stereo unspecified) | i | i
Cc1oc(-c2cccc(Cl)c2)nc1CS(=O)(=O)CC(=O)NCc1ccco1 | i | i
Cc1ccc(-n2c(N)c(C(=O)Nc3ccccc3F)sc2=S)cc1C | i | i
O=C(O)COc1ccc(/C=C/c2nc(-c3ccccc3O)n[nH]2)cc1 | i | i
OCC1OC(n2cnc3c(NC4CCCC4)ncnc32)C(O)C1O (stereo unspecified) | i | i
Cc1cc(=O)[nH]c2ccc(Cl)cc12 | i | i
CCCNS(=O)(=O)c1ccc(OCC(=O)Nc2ccc3c(c2)OCO3)cc1 | i | i
CCn1c(COc2ccccc2C(N)=O)nc2ccccc21 | i | i
NC(=O)c1sc(=S)n(-c2ccc(Br)cc2)c1N | i | i
COc1cc(-c2nnc(COc3ccc4ccccc4c3)o2)cc(OC)c1OC | i | i
C=CCNC(=O)c1c(-c2c(F)cccc2Cl)noc1C | i | i
NC(=S)N/N=C/c1ccc(-c2ccccc2)o1 | i | i
Cc1cccc(C(=O)c2cccc(C)c2)c1 | i | i
O=C(CSc1nc2ccsc2c(=O)n1CC1CCC(C(=O)O)CC1)c1ccc(Cl)cc1 (stereo unspecified) | i | i

Another view of 4 compounds above:
CCCCn1c(N)c(N(CC)C(=O)CSc2nnc(-c3ccco3)n2CC)c(=O)[nH]c1=O
  CHT inh: i
  KCNQ2 block: i
COCCCNC(=O)C(=O)NC1CCCCC1C (stereo unspecified)
  CHT inh: i
  KCNQ2 block: i
Cc1oc(-c2cccc(Cl)c2)nc1CS(=O)(=O)CC(=O)NCc1ccco1
  CHT inh: i
  KCNQ2 block: i
Cc1ccc(-n2c(N)c(C(=O)Nc3ccccc3F)sc2=S)cc1C
  CHT inh: i
  KCNQ2 block: i

Compound profiles, as listed above:
O=C(CN(C(=O)c1csnn1)c1ccc(Br)cc1)NC1CCCCC1 as listed: CHT inh: i; KCNQ2 block: i
CC1CC(C)CN(C(=O)CSc2ccsc2[N+](=O)[O-])C1 (stereo unspecified) as listed: CHT inh: i; KCNQ2 block: i

Additional records follow.
molecule | CHT inh | KCNQ2 block
O=C(CCNc1cc(Cl)cc(Cl)c1)c1cccs1 | i | i
COCCN1Cc2cccc(C(=O)Nc3c(C)cc(C)cc3C)c2C1=O | i | i
O=C1C2C(c3ccccc3)C=CC(c3ccccc3)C2C(=O)N1c1cccnc1 (stereo unspecified) | i | i
COc1ccc(CNC(=O)c2ccc3c(=O)n(-c4ccccc4)c(=O)[nH]c3c2)cc1 | i | i
O=C(Cn1nnc(-c2ccc(NC(=O)c3ccccc3F)cc2)n1)NCc1ccc(F)cc1 | i | i
COC(=O)[C@H](C)NC(=O)/C=C/c1ccc(OC)cc1 | i | i
CN(C(=O)C1CCN(S(=O)(=O)c2ccccc2)CC1)c1c(N)n(Cc2ccccc2)c(=O)[nH]c1=O | i | i
O=C1SC(SCc2ccccc2)=N/C1=C\c1ccc(C(=O)O)cc1 | i | i
COC(=O)c1ccc(C2C(C#N)=C(N)Oc3cc(C)n(C)c(=O)c32)cc1 (stereo unspecified) | i | i
Cc1ccc(NC(=O)CS(=O)CC(=O)N(CC(=O)NC(C)(C)C)c2cccc(C)c2C)cc1 (stereo unspecified) | i | i
Cn1cc([N+](=O)[O-])c(C(=O)NCC(=O)O)n1 | i | i
CCOc1cc(C2NC(=O)c3ccccc3O2)ccc1OC (stereo unspecified) | i | i
O=C(CSc1nc2nc3c(cc2c(=O)n1-c1ccccc1)CCCC3)Nc1ccccc1 | i | i
COC(=O)C1C(=O)C=C(N2CCOCC2)CC1(C)C (stereo unspecified) | i | i
O=C(CSCc1ccc(Br)cc1)NCc1ccccn1 | i | i
CCOC(=O)C1(Cc2cccc(OC)c2)CCN(CC2CC=CCC2)CC1 (stereo unspecified) | i | i
N#C/C(=C1/CCCCCN1)c1nc2ccccc2[nH]1 | i | i
Cc1ccc(OC(=O)c2cccc(C(=O)Oc3ccc(C)cc3)n2)cc1 | i | i
O=C(Cc1cccs1)NCc1ccco1 | i | i
COc1cccc(/C=N/NC(=O)c2c(C)nc3ccc(Br)cn23)c1O | i | i
COc1ccc(N2CCN(/C(=N\S(=O)(=O)c3ccc(C)cc3)Nc3nc(C)cc(C)n3)CC2)cc1 | i | i
CCOC(=O)NC(=O)/C(N=Nc1ccc(C(F)(F)F)cc1)=C(\C)O | i | i
CC(=O)Nc1ccc(S(=O)(=O)N2CCC(N(C)CCC(C)C)CC2)cc1 | i | i
Cc1cc2nc(CCN(Cc3cccnc3)C(=S)Nc3ccc(F)cc3)[nH]c2cc1C | i | i
CN1CCN(c2ccc(C(=O)c3ccccc3)cc2[N+](=O)[O-])CC1 | i | i
Cn1nnnc1SCC(=O)Nc1ccc(Cl)c(S(=O)(=O)N2CCOCC2)c1 | i | i
COc1ccccc1NC(=O)NCC1CC1(Cl)Cl (stereo unspecified) | i | i
COc1cccc2cc(-c3nnc(-c4ccccc4)o3)c(=O)oc12 | i | i
COCCn1nnnc1C(c1cc2cc(OC)ccc2[nH]c1=O)N1CCC(Cc2ccccc2)CC1 (stereo unspecified) | i | i
S=c1[nH]nc(C2CCCCC2)n1/N=C/c1ccc(Cl)cc1 | i | i
CCOc1ccc(C(=O)N/N=C(/C)C2C(=O)c3ccccc3C2=O)cc1 | i | i
CCOc1ccc(-c2nnc(SCC(=O)Nc3ccc4c(c3)c3ccccc3n4CC)n2N)cc1 | i | i
COc1ccc(NC(=O)CCCCn2c(=O)[nH]c3ccccc3c2=O)cc1 | i | i
CCOC(=O)c1ccc(NC(=S)N2CCN(S(C)(=O)=O)CC2)cc1 | i | i
CCN(CC(=O)N1CCOCC1)S(=O)(=O)c1ccc(C)cc1 | i | i
Cc1cc(=O)oc(C)c1C(=O)Nc1c(C)n(C)n(-c2ccccc2)c1=O | i | i
CCOC(=O)C1CCN(C(=O)COc2ccc(S(=O)(=O)N3CCOCC3)cc2)CC1 | i | i
COC(=O)c1cccc(NC(=O)Cn2nnc3ccccc32)c1 | i | i
NC(=O)C1CCN(C(=O)Nc2csc3ccccc23)CC1 | i | i
O=C(O)CCC(=O)Nc1ccc(Br)cc1C(=O)c1ccccc1 | i | i
Cc1cc(C)n2nc(C(=O)N/N=C/c3ccccc3C)nc2n1 | i | i
C/C(=N\NC(=O)c1nnn(-c2nonc2N)c1CN(C)c1ccccc1)c1cccc(O)c1 | i | i
OCC[C@H]1C[C@@H](O)[C@H](O)[C@]2(Cc3ccccc3CO2)O1 | i | nt
Cc1nnc2ccc(-c3cccc(NS(=O)(=O)c4ccccc4Cl)c3)nn12 | i | i
CN1C(=O)c2cccc(NCCCN3C(=O)c4ccccc4C3=O)c2C1=O | i | i

Further compounds follow.
The line under a structure holds: CHT inh | KCNQ2 block
O=C(NC1CC1)C1=C[C@@H](c2coc3ccccc3c2=O)C[C@@H](OCCCCO)O1
    i | i
O=C(/C=C/c1cccnc1)c1ccccc1O
    i | -5.9*
Cc1c(N2C(=O)c3ccc(Br)cc3C2=O)c(=O)n(-c2ccccc2)n1C
    i | i
O=C(Nc1nncs1)c1ccc(N2C(=O)C3C4C=CC(C4)C3C2=O)cc1 (stereo unspecified)
    i | i
COc1cc(C(=O)C(=O)c2ccc(O)c(OC)c2)ccc1O
    i | i
CCSc1nnc(NC(=O)CCNS(=O)(=O)c2cc(Br)cnc2N)s1
    i | i
Cc1nn(-c2ccc(F)cc2)c(Cl)c1/C=N/NC(=O)c1cccs1
    i | i
CCCNC(=O)CN(c1cccc(F)c1)S(C)(=O)=O
    i | i
CCOc1cc(N2CCOCC2)c(OCC)cc1NC(=O)CN1CCC(Cc2ccccc2)CC1
    i | i
N#Cc1cnn(-c2nc3sc4c(c3c(=O)[nH]2)CCCC4)c1N
    i | i
Cc1ccc(C)c(CN2C(=O)COc3ccc(C(=O)c4ccccc4C(=O)O)cc32)c1
    i | i
COC(=O)c1c(C)oc(C)c1S(=O)(=O)NCc1ccco1
    i | i
CC(C(=O)NCc1ccco1)n1ccc2cc(S(=O)(=O)N3CCCCC3)ccc21 (stereo unspecified)
    i | i
CC1=C(C(=O)OC(C)C)C(c2ccccn2)n2ncnc2N1 (stereo unspecified)
    i | i
CN(C)CC#CCCCCCCC#CCN(C)C
    i | i
COc1ccccc1OCC(=O)N(Cc1nc(-c2ccc(Cl)cc2)no1)C(C)C
    i | i
O=C(/C=C/c1cccc([N+](=O)[O-])c1)N1CCN(c2ccc(F)cc2)CC1
    i | i
CCCCCCSc1nsc(NC(=O)CCC)n1
    i | i
O=C(CSc1ncn[nH]1)NCCc1ccc(Cl)cc1Cl
    i | i
CC(C(=O)NCc1ccco1)n1cc(C(=O)c2ccco2)c2ccccc21 (stereo unspecified)
    i | i
CCN1CCSc2ccc(C(=O)NCc3ccccc3F)cc21
    i | i
N#Cc1cccc(NC(=O)COC(=O)c2ccccc2Sc2ccccc2C#N)c1
    i | i
C/C(=C1\SC(N2CCOCC2)=NC1=O)c1ccc(C)cc1
    i | i
Cc1ccc(S(=O)(=O)NC(=O)c2ccc(Br)o2)c(C)c1
    i | i
COc1ccc(CNC(=O)[C@H](C)NC(=O)C2CCN(C(=O)[C@@H](N)CCSC)CC2)cc1
    i | i
CC(NC(=O)CN(c1ccc(F)cc1)S(C)(=O)=O)c1ccccc1 (stereo unspecified)
    i | i
CCCc1cc(=O)n2[nH]c(C)c(-c3ccc(OC)cc3)c2n1
    i | i
C=CC[C@H]1CC(Cc2ccccc2)=C[C@H](CC=C)N1
    -8.6* | i
CCn1c(SCC(=O)Nc2ccccc2N2CCOCC2)nnc1-c1ccccc1O
    i | i
COc1ccc(OC)c(CCNC(=O)c2sc3nc4n(c(=O)c3c2C)CCC4)c1
    i | i
O=C(CSc1nnc(NC(=O)C2CCCCC2)s1)NCc1ccco1
    i | i
COc1cccc(C(=O)C(C#N)=C(SC)SC)c1
    -5.8* | i
COc1ccccc1NC(=O)N(Cc1cccs1)Cc1cc2cc3c(cc2[nH]c1=O)OCO3
    i | i
COc1cccc(NC(=S)N(CCN2CCCCC2)Cc2ccco2)c1
    i | i
COC(=O)c1c(C)[nH]c(C(=O)NCCc2ccc(S(N)(=O)=O)cc2)c1C
    i | i
Cc1ccc(S(=O)(=O)N2CCN(C(=O)N(c3ccccc3)c3ccccc3)CC2)cc1
    i | i
